# Screening data as filed in PubChem.
# Cav3 T inh – blocks human Cav3.2 T-type calcium channel. O95180. Cav3.2-expressing cells, Fluo-4 calcium fluorescence FDSS; active compounds read low. B-score at 10 µM. 100,000 tested, 4% active;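 active = single-dose well whose peak fluorescence ratio is a statistical outlier from its plate by either plate-standardised score or position-corrected B-score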
# Target sequence (O95180 whole entry, looked up): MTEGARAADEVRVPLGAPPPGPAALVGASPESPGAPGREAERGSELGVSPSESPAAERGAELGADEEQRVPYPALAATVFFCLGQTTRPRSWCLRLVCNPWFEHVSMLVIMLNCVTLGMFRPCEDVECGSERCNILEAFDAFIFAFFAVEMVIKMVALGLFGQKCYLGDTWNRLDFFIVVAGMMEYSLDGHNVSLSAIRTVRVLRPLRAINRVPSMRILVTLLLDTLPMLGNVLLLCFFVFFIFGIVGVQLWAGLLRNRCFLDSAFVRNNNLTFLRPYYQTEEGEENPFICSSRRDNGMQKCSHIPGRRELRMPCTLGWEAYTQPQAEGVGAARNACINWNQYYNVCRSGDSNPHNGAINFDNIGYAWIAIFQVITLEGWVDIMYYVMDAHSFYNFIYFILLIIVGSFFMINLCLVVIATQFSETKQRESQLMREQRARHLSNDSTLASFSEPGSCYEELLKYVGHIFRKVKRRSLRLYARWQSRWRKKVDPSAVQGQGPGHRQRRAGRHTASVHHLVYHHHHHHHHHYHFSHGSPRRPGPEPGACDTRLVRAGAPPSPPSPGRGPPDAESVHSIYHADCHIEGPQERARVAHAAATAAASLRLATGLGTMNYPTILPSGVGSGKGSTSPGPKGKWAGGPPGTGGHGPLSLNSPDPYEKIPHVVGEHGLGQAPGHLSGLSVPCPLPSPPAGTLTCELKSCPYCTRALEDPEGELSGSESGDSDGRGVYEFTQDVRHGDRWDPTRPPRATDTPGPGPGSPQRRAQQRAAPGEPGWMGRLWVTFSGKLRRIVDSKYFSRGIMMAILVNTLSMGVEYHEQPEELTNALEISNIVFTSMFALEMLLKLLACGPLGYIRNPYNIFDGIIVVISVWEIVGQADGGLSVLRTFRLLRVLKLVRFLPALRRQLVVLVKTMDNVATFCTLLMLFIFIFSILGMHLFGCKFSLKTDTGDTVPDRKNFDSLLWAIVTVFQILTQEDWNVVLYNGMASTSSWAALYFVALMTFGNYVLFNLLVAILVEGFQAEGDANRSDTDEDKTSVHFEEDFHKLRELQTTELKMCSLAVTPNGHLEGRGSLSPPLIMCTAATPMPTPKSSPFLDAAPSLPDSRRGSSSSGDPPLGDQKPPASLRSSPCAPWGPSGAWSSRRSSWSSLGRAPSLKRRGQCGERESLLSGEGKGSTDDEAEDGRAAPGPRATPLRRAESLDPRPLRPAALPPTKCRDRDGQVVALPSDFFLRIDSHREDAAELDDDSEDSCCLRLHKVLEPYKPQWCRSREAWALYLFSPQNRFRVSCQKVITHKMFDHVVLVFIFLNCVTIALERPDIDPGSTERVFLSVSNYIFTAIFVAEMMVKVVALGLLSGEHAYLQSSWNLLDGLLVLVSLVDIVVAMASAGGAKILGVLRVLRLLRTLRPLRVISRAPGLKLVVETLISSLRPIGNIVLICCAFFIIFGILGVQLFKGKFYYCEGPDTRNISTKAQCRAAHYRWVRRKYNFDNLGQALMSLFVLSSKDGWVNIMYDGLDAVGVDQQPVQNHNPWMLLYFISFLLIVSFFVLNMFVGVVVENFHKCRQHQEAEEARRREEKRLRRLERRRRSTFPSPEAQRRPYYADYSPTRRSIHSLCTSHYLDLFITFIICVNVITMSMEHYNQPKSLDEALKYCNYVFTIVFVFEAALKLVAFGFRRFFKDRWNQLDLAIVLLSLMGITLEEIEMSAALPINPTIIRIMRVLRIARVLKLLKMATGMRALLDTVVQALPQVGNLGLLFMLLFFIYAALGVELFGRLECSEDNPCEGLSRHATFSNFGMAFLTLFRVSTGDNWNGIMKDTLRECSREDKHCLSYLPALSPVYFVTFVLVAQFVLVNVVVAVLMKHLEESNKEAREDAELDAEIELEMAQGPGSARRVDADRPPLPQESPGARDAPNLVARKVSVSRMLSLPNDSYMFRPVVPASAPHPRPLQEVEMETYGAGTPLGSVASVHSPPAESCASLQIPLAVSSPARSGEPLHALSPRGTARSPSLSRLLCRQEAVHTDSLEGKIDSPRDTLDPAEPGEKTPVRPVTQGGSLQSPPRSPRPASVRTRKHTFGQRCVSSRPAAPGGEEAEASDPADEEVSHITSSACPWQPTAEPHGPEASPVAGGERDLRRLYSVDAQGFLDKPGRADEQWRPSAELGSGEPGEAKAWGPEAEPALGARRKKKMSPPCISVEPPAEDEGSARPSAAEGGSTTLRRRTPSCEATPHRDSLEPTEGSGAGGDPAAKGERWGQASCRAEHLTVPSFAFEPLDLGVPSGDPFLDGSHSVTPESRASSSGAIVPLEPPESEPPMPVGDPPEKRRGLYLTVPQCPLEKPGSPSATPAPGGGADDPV
# * = called active by the depositor.
Cav3 T inh	mol
-0.357	CCOc1ccc(C(=O)COc2ccc(NC(C)=O)cc2)cc1
-1.35	CC[C@@H]1C=C(C)C[C@H](C)C[C@H](OC)[C@H]2O[C@@](O)(C(=O)C(=O)N3CCCC[C@H]3C(=O)O[C@H](/C(C)=C/[C@@H]3CC[C@@H](O)[C@H](OC)C3)[C@H](C)[C@@H](O)CC1=O)[C@H](C)C[C@@H]2OC
-2.4	COc1cc(C2C(C(=O)c3ccc(C)o3)=C(O)C(=O)N2c2cc(C)on2)cc(Br)c1O (stereo not given)
0.5	Cc1scc(C(=O)Nn2cnnc2)c1-c1ccccc1
-4.64*	Cc1ccc(-c2csc(NC(=O)CSc3nc(C)cs3)n2)cc1
-0.492	CCOC(=O)c1c(NC(=S)Nc2ccccc2)sc(C)c1C
-1.34	O=C(CCCSc1nc2ccccc2s1)NCc1ccco1
0.819	Cn1cc(-c2nnnn2-c2ccccc2)c(=O)c2ccccc21
-1.1	O=C(Nc1ccc2[nH]c3c(c2c1)CCCC3)c1ccco1
0.287	COc1ccc(C(C(=O)NC(C)(C)C)N(Cc2ccco2)C(=O)CCC(=O)Nc2cc(C)on2)cc1 (stereo not given)
-1.24	Oc1ccc(CN2CCc3ccccc3C2)c2cccnc12
-0.382	O=C(NCc1ccccn1)c1cccc([N+](=O)[O-])c1
0.517	Cc1sc2ncnc(SCC(=O)N3CCCC3)c2c1C
0.0284	COc1cc(O)c2c(=O)c3c(OC)c(O)ccc3oc2c1
0.67	CCOc1ccccc1-n1c(SCC(=O)N(CC)CC)nnc1-c1ccccn1
-0.906	CCc1ccc(C2CC(c3ccccc3Cl)Nc3nc(N)nn32)cc1 (stereo not given)
-2	Cc1ccc(Oc2ccc(NC(=O)c3ccco3)cc2)cc1
0.491	COc1cccc(Nc2nc(-c3sc(NC(=O)CC(C)C)nc3C)cs2)c1
0.00181	O=C(O)c1ccccc1-c1ccccc1C(=O)NCCCO
0.776	Cc1cn(C)c(=O)n(C)c1=O
-1.8	COC(=O)c1cc(OC)c(OC)cc1NC(=O)CSc1nnnn1Cc1ccccc1
0.609	CCc1cc(=O)oc2cc(C)cc(OCc3nn[nH]n3)c12
0.131	CCC1(C)N=C(c2ccc3c(c2)OCO3)CC(c2ccccc2O)N1 (stereo not given)
-5.1*	COc1ccccc1NC(=O)N1c2ccc(F)cc2CCC1C (stereo not given)
0.323	CCCCOC(=O)c1ccc(NC(=O)c2ccoc2C)cc1
0.56	O=C1C(Cl)=C(N2CCCCC2)C(=O)N1c1ccccc1Cl
-0.397	O=C(Nc1ccc2nc(-c3ccccc3)oc2c1)c1ccco1
-0.263	Cc1ccc2cc(CN(C)C(=O)C3CCCO3)c(=O)[nH]c2c1 (stereo not given)
0.358	CCn1c(-c2csc(-c3ccccc3)n2)n[nH]c1=S
0.676	Cc1ccc(S(=O)(=O)N2CCN(C3CCN(Cc4ccccc4)CC3)CC2)cc1
-0.357	Cc1cc2cc(CNS(=O)(=O)N(C)C)ccc2[nH]1
-0.281	COc1ccc(NC(=O)C2CCN(S(C)(=O)=O)CC2)cc1Cl
0.0383	CCOc1ccc(NC(=O)CSc2nc3ccccc3c(=O)n2CCNC(C)=O)cc1
-0.644	Cc1ccc(N=Cc2sc(O)c3ccccc23)cc1
-0.864	CCOC(=O)c1ccc(Oc2nc(NC)nc(Nc3ccccc3)n2)cc1
0.822	O=C(Nc1ccccc1C(=O)N1CCOCC1)C1CCCO1 (stereo not given)
0.679	COc1ccc(-c2nn(CC(=O)N(C)C)c(=O)c3ccccc23)cc1
1.89	CCOC(=O)c1ccc(OCc2nc(-c3cccs3)no2)cc1
-0.577	CCCc1cc(C(=O)N2CCN(S(=O)(=O)c3ccc(OC)c(OC)c3)CC2)cs1
-0.747	CSc1ccccc1C(=O)NCc1ccc(S(N)(=O)=O)cc1
1	Cc1c(NC2=NC(C)(C)Cc3ccccc32)c(=O)n(-c2ccccc2)n1C
0.648	COc1ccccc1OCCNC(=O)c1cccs1
0.0584	N/C(=N\OC(=O)c1ccc(Cl)cc1)c1ccccn1
0.92	CC1(C)CC(=O)C2=C(C1)N(Cc1ccc(F)cc1)C(=O)C2(NC(=O)c1cccnc1)C(F)(F)F (stereo not given)
0.299	COC(=O)c1sccc1NC(=O)c1c(C)cc(=O)oc1C
1.15	COc1ccc(CNC(=O)COC(=O)c2cccnc2Nc2cccc(C(F)(F)F)c2)cc1
0.804	O=C(c1ccco1)N1CCN(C(=O)C2CCN(S(=O)(=O)c3cccc4nsnc34)CC2)CC1
0.635	O=C(Nc1cnc2ccccc2c1)c1ccncc1
-0.29	COc1ccc(CCNC(=O)CSc2nnc(-c3ccccc3)o2)cc1OC
0.323	CCOCCCNC(=O)c1ccc(CS(=O)(=O)Cc2ccccc2F)o1
0.919	CC1CCN(C(c2cc3cc4c(cc3[nH]c2=O)OCO4)c2nnnn2CC2CCCO2)CC1 (stereo not given)
-0.0138	CCOc1cc(CO)cc(Br)c1OCC(=O)O
0.0408	CC1CCN(c2ccc(NC(=O)c3cccnc3)cc2)CC1
0.0134	COC(=O)c1oc2ccc(Cl)cc2c1NC(C)=O
-2.15	CCOc1ccccc1NC(=O)Cn1nnc(C(=O)Nc2ccccc2Cl)c1N
0.87	COc1ccc(CCNc2ccc(C)cc2)cc1
-0.639	COc1ccc(-c2nc(C#N)c(NC(C)C)o2)cc1
-5.04*	Cc1cccc(C)c1NC(=O)C(c1ccc(Cl)cc1Cl)N1CCCCC1 (stereo not given)
0.215	CCOc1cc(NS(=O)(=O)c2ccc(OC)cc2)c(OCC)cc1NC(=O)c1ccco1
-3.99	CCOc1cccc(-c2nnc3n2N=C(c2cc(OC)ccc2OC)CS3)c1

# More results
Cav3 T inh	mol
-2.25	CCCCCCn1c(SCC(=O)Nc2cc(C)on2)nc2ccccc2c1=O
1.13	CCOC(=O)C1CCCN(c2c(NCCN3CCCCC3C)c(=O)c2=O)C1 (stereo not given)
-3.48	O=C(c1nc(-c2ccccc2)n(-c2ccccc2)n1)N1CCN(S(=O)(=O)c2ccccc2)CC1
-0.0425	Cc1[nH]c2ccccc2c1C(c1ccccn1)N1CCC(C(N)=O)CC1 (stereo not given)
0.544	O=c1c2c(-c3cccs3)csc2[nH]c(=S)n1-c1ccccc1
-0.0275	C=CCc1c(C)nc(C)nc1N/N=C/c1ccc(F)cc1
-0.871	CCCCOc1nc2ccccc2nc1C(C#N)S(=O)(=O)c1ccccc1 (stereo not given)
0.0971	COc1ccc(C(=S)N2CCCCCC2)cc1
0.648	N#Cc1c2c(c(NCc3ccco3)n3c1nc1ccccc13)CCC2
-0.621	CCCCCCCCCCCCN1[C@@H](CC(C)=O)c2cc(F)ccc2S1(=O)=O
0.0866	COC(=O)c1cc(OC)c(OC)cc1NC(=S)N1CCN(c2ccccc2)CC1
-0.301	Cc1ccc(C(=O)COC(=O)CCc2nc3ccccc3[nH]c2=O)cc1C
1.09	Cc1cc2nc(C(F)(F)F)[nH]c(=O)n2n1
-0.0211	O=C(O)c1cccc(Cn2cc(Cl)cn2)c1
-0.633	CN1/C(=C/C=C(/C#N)C(N)=O)C(C)(C)c2ccccc21
-2.15	Cc1ccc2cc(C(c3nnnn3Cc3ccccc3)N3CCc4ccccc43)c(=O)[nH]c2c1 (stereo not given)
-0.694	Cc1ccc(NCC(=O)N/N=C\c2ccc([N+](=O)[O-])o2)cc1
0.681	C=CCNc1oc(-c2cccs2)nc1C#N
-3.36	CC1=NN(/C(=N\c2nnc(C)s2)Nc2ccccc2)[C@H](c2cccc3ccccc23)S1
0.51	CC1(C)CC(=NOC(=O)c2ccccc2)CC(C)(C)N1
-0.749	CCOc1ccc(-n2c(N)c(C(=O)NCc3ccco3)c3nc4ccccc4nc32)cc1
-0.48	Cc1nn(Cc2ccccc2Cl)c2sc(C(=O)OC3CCCC3=O)cc12 (stereo not given)
0.704	CCOC(=O)C1CCc2sc(N)c(C#N)c21 (stereo not given)
0.854	Cc1c(C(=O)NC2CCCc3ccccc32)oc2ccc(S(=O)(=O)N3CCOCC3)cc12 (stereo not given)
1.19	CCSc1nnc(NC(=O)c2cc3c(s2)CCCC3)s1
-0.0777	Fc1ccc(COc2ccc(Cl)cc2/C=N/Nc2nc(N3CCCC3)nc(N3CCCC3)n2)cc1
0.538	COC(=O)[C@H](Cc1ccccc1)NC(=O)NCc1ccccc1OC
1.99	O=C(Cn1nc(Cc2cccnc2)c2ccccc2c1=O)NCC1COc2ccccc2O1 (stereo not given)
-0.658	COc1ccccc1N1CCN(C(CNS(=O)(=O)c2ccccc2)c2cccnc2)CC1 (stereo not given)
0.0388	O=C(CCCCCN1C(=O)c2ccccc2C1=O)Nc1nccs1
-2.08	c1ccc2c(c1)OC(CCCN1CCCCC1)c1ccccc1S2 (stereo not given)
-0.0707	CSCCC(NC(=O)C1CC1)c1nc2ccccc2[nH]1 (stereo not given)
0.249	COC(=O)CSc1nnc(-c2cccc(NC(=O)c3ccc(C)cc3)c2)n1C
-0.053	CCN1CCC[C@H]1CNC(=O)c1cc(S(N)(=O)=O)ccc1OC
-0.568	COc1ccccc1C1CC(c2ccccc2)Nc2ncnn21 (stereo not given)
1.01	O=C(NCc1ccco1)C1CCCN1C(=O)NCc1ccccc1 (stereo not given)
-0.204	Cc1cc2c(C)nc3ccccc3c2o1
-0.443	COc1ccc(C(C)=O)cc1CSc1nnc(-c2ccccc2O)n1-c1ccccc1
0.249	Cc1cccc(C)c1OCc1nnc(SCC(=O)Nc2nccs2)o1
0.152	CCn1c(SCC(=O)Nc2ccc(N(C)C)cc2)nnc1-c1cccc(C)c1
0.883	C=CCOc1cccc(C2C(C(=O)c3ccc(C)o3)=C(O)C(=O)N2Cc2ccncc2)c1 (stereo not given)
0.521	COC(=O)[C@@H]1C[C@@]2(O)[C@H](O)[C@H](O)[C@H](O)C[C@H]2N1Cc1cc(F)ccc1F
0.0233	C#CCOCCOCCOCCNc1nc(N2CCN(C(=O)[C@H]([C@@H](C)CC)n3cc([C@@H](N)CO)nn3)CC2)nc(N2CCN(C(=O)[C@H]([C@@H](C)CC)n3cc([C@@H](N)CO)nn3)CC2)n1
-0.546	CNC(=S)NNC(=O)c1sccc1OCc1cccc(C(F)(F)F)c1
-0.546	CC1(O)c2ccccc2C(=O)N1CCc1ccccc1F (stereo not given)
0.193	CCOC(=O)/C(=C/Nc1ccccc1)[N+](=O)[O-]
-1.23	CC(C)(C)OC(=O)NCCc1nnc(SCC(=O)Nc2cccc(Cl)c2)o1
-3.08	CCN(CCCNC(=O)CCCN1C(=O)COc2ccc(C)cc21)c1cccc(C)c1
0.478	Cn1c(C(=O)N2CCCC(C(=O)NCc3cccs3)C2)cc2sccc21 (stereo not given)
-0.0593	O=C(Nc1cccnc1)C1(c2ccc(Cl)cc2)CCCC1
1.14	CCCOc1ccc2c(=O)c(-c3cc(C(=O)OC)oc3C)c(C)oc2c1
-0.571	O=C(c1n[nH]c(=O)c2ccccc12)N1CCOCC1
-0.235	N#Cc1cc2c(nc1SCC(N)=O)CCCCC2
-1.55	Cc1ccc(CNC(=O)CCS(=O)(=O)c2ccc(Br)s2)cc1
0.19	COc1ccc(NC(=O)Cc2c(O)c3ccccc3[nH]c2=O)cc1
-2.29	Cc1ccccc1-n1nnc2c(=O)oc3ccccc3c21
0.546	O=C(O)CSc1cc(C(F)(F)F)nc(-c2ccccn2)n1
0.604	CNC(=O)c1ccc(Oc2ccc(C(=O)NC)cc2)cc1
-5.88*	O=C(c1cc(-c2ccco2)nn1-c1cccc(Cl)c1)N1CCCCC1
-4.05*	CC(C)CC(=O)N/C(N)=N/c1nc2ccccc2s1

# Further results:
Cav3 T inh	mol
0.975	CCCOC(=O)c1cc2ccccc2oc1=O
-0.865	CC(C)CNC(=O)C1Nc2ccc(OC(F)(F)F)cc2C2C=CCC12 (stereo not given)
-0.07	c1ccc(-c2n[nH]c(-c3ccccn3)n2)nc1
1.38	COc1cccc(-n2c(SCc3c(C)noc3C)nnc2-c2cccc(S(=O)(=O)N(C)C)c2)c1
-12.7*	COc1ccc(-n2c(Cc3cccn3C)nnc2SCC(=O)Nc2cccc(Cl)c2)cc1
0.0414	C#CCOc1ccc(Cl)cc1/C=N/O
-0.0699	O=C(NCCN1C(=O)C2C3C=CC(C3)C2C1=O)Nc1cccnc1 (stereo not given)
1.74	O=C(COc1cccc2cccnc12)N/N=C1\SCC(=O)N1Cc1ccccc1
0.573	CS(=O)(=O)c1ccc(C(=O)NC2CCOC2=O)cc1 (stereo not given)
-0.177	Cc1ccc(-n2c(Cc3cccn3C)nnc2SCC(=O)Nc2cc(C)on2)cc1
-3.1	O=C(NCC1CCCCC1)C12CN(Cc3ccccc3)CC1C(c1cccc([N+](=O)[O-])c1)=NO2 (stereo not given)

# Among those listed so far, these contain a Cl atom.
Cav3 T inh	mol
-0.906	CCc1ccc(C2CC(c3ccccc3Cl)Nc3nc(N)nn32)cc1 (stereo not given)
0.56	O=C1C(Cl)=C(N2CCCCC2)C(=O)N1c1ccccc1Cl
-0.281	COc1ccc(NC(=O)C2CCN(S(C)(=O)=O)CC2)cc1Cl
0.0584	N/C(=N\OC(=O)c1ccc(Cl)cc1)c1ccccn1
0.0134	COC(=O)c1oc2ccc(Cl)cc2c1NC(C)=O
-2.15	CCOc1ccccc1NC(=O)Cn1nnc(C(=O)Nc2ccccc2Cl)c1N
-5.04*	Cc1cccc(C)c1NC(=O)C(c1ccc(Cl)cc1Cl)N1CCCCC1 (stereo not given)
-0.0211	O=C(O)c1cccc(Cn2cc(Cl)cn2)c1
-0.48	Cc1nn(Cc2ccccc2Cl)c2sc(C(=O)OC3CCCC3=O)cc12 (stereo not given)
-0.0777	Fc1ccc(COc2ccc(Cl)cc2/C=N/Nc2nc(N3CCCC3)nc(N3CCCC3)n2)cc1
-1.23	CC(C)(C)OC(=O)NCCc1nnc(SCC(=O)Nc2cccc(Cl)c2)o1
-0.0593	O=C(Nc1cccnc1)C1(c2ccc(Cl)cc2)CCCC1
-5.88*	O=C(c1cc(-c2ccco2)nn1-c1cccc(Cl)c1)N1CCCCC1
-12.7*	COc1ccc(-n2c(Cc3cccn3C)nnc2SCC(=O)Nc2cccc(Cl)c2)cc1
0.0414	C#CCOc1ccc(Cl)cc1/C=N/O

# The list is partial (hit frequency here may not be typical).
